# PG9 binder – binders of HIV-1 gp120 antibody PG9, primary screen, biochemical, TR-FRET | TR-FRET gp120-PG9 antibody binding | inhibition, % at 6.7 µM | actives 0.43% (n = 360,000) | AID 624416, 2012; in the data active = inhibition above about 8.5%
# hcDAF-12 act – H. contortus DAF-12 nuclear receptor activators, primary screen, cell-based, luminescence, HEK293, lit1-tk-luc reporter | activation, % at 6.8 µM | AID 652067, 2013 | actives 1.4% (n = 370,000) | HEK293 hcDAF-12 lit1-tk-luc reporter; 0% DMSO, 100% Δ7-dafachronic acid;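 active = activation above the mean of all tested compounds plus 3 SD, cut at about 5.5% in these data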;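 also: 100% = response to 3 µM Δ7-dafachronic acid high control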
# NR1D1 modulator – modulators of Rev-erb alpha DNA binding, primary screen, biochemical, FITC-DNA, fluorescence polarization, uHTS; Nuclear receptor subfamily 1 group D member 1 (Homo sapiens), P20393; Rev-erbα–FITC-DNA binding, 90 min; activity, % at 10 µM; actives 0.79% (n = 370,000); AID 1259318, 2017;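 active = activity above about 14%, limit read from the data; passing the limit was not always enough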;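 also: 0% = DMSO wells with 35 nM protein and 100% = DMSO wells with 750 nM protein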
# Target sequence (P20393 whole entry, looked up): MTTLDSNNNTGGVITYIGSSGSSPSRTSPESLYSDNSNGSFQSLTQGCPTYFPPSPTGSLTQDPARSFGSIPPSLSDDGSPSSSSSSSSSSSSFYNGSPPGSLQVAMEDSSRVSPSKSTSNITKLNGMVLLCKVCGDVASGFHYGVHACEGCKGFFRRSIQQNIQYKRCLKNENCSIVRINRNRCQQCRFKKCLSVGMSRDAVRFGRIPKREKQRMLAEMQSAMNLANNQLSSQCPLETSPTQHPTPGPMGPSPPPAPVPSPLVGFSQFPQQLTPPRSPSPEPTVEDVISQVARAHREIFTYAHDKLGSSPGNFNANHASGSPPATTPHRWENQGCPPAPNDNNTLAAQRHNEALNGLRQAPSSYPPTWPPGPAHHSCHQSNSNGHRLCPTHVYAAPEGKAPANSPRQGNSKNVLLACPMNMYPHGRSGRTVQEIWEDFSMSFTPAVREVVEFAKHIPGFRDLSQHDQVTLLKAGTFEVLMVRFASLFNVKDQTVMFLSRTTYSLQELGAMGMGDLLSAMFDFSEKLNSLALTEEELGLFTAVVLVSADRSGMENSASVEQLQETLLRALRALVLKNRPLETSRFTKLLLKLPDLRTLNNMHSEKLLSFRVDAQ
# SMARCA2 act – SMARCA2 (BRM) function activators, primary screen, cell-based, luminescence, high throughput; actives 1% (n = 370,000); MG213 cells, MMTV-luciferase reporter, dexamethasone, overnight; AID 652017, 2013; activation, % at 9.1 µM; in the data active = activation above about 7.8%;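 also: 0% = vehicle wells and 100% = reference activator wells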
# FXN GAA850 act – FXN promoter activators, primary screen, cell-based, luciferase luminescence, HEK293 lucGAA850; actives 0.56% (n = 360,000); HEK293 lucGAA850 FXN promoter luciferase reporter, 24 h; percent of 10 µM SAHA response; activation, % at 6 µM;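 active = activation above the average of all compounds screened plus 3 SD, cutoff fixed separately per campaign, cut at about 7.5% in these data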;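 also: 0% = DMSO wells and 100% = 10 µM SAHA wells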
# hgDAF-12 ag – H. glycines DAF-12 receptor agonists, primary screen, cell-based, luminescence, HEK293, GAL4 fusion, UAS-luciferase. actives 1.8% (n = 370,000). activation, % at 6.8 µM. Nuclear hormone receptor DAF-12 (Heterodera glycines), GAL4 fusion. AID 687014, 2013. HEK293 GAL4-hgDAF12 UAS-luciferase reporter, agonist luminescence; normalized to butyrate control;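 active = activation above a cutoff set at the mean of all screened compounds plus 3 SD, cut at about 10% in these data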;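 also: 0% = DMSO wells and 100% = sodium butyrate wells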
# DAX1 inh-1 – DAX1 (NR0B1) inhibitors on StAR promoter, primary screen, cell-based, luminescence, SF-1 (NR5A1), full-length DAX-1; HEK293T StAR-luciferase reporter, SF-1/DAX-1 repression relief; inhibition, % at 6.8 µM; actives 1.1% (n = 370,000); AID 652010, 2013;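 active = inhibition above the mean over all tested compounds plus 3 SD, cut at about 3.6% in these data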;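 also: 0% = DAX-1 cells with DMSO and 100% = cells lacking DAX-1 with DMSO; higher inhibition means more luminescence from relief of DAX-1 repression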
# PLC-beta3 inh – human PLC-beta3 inhibitors, primary screen, biochemical, fluorescence | Purified PLC-beta3, fluorogenic substrate | actives 0.18% (n = 370,000) | inhibition, % at 12.2 µM | AID 720704, 2013; in the data active = inhibition above about 11%;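 also: 0% = median of compound wells on plate and 100% = full blocker control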
# DAX1 inh-2 – DAX1 (NR0B1) inhibitors, primary screen, cell-based, HEK293, Gal4-DAX1, luciferase luminescence; Nuclear receptor subfamily 0 group B member 1 (Homo sapiens), P51843; HEK293 Gal4-DAX1 luciferase reporter; inhibition, % at 6.75 µM; actives 0.99% (n = 340,000); AID 504766, 2011;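 active = inhibition above the mean over all tested compounds plus 3 SD, cut at about 4.2% in these data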;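 also: 0% = DAX1-transfected cells with DMSO and 100% = empty-vector control cells with DMSO; inhibition shows as a rise in luminescence from relieved DAX1 repression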
# ssDAF12 agonist – S. stercoralis DAF-12 nuclear receptor activators, primary screen, cell-based, luminescence, HEK293, GRIP1 co-expression, lit1-tk-luc | actives 1% (n = 370,000) | Nuclear hormone receptor DAF-12 (Strongyloides stercoralis) | HEK293 ssDAF-12/GRIP1 lit1-tk-luc reporter; % of 3 µM dafachronic acid response | activation, % at 6.8 µM | AID 652126, 2013;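 active = activation above the mean over all tested compounds plus 3 SD, cut at about 0.9% in these data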;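 also: 0% = DMSO-only wells and 100% = 3 µM delta7-dafachronic acid wells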
# HGIII-sPLA2 inh – human group III sPLA2 inhibitors, primary screen, biochemical, QFRET, BODIPY PC-A2 liposome substrate. QFRET BODIPY PC-A2 liposome hydrolysis, fluorescence. inhibition, % at 12.2 µM. actives 0.56% (n = 370,000). AID 743126, 2013;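 active = inhibition above mean plus 3 SD of compounds lying within the high and low control bounds, cut at about 19% in these data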;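 also: 0% = median of test compound wells and 100% = no enzyme DMSO wells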
# Target sequence (Q9NZ20 whole entry, looked up): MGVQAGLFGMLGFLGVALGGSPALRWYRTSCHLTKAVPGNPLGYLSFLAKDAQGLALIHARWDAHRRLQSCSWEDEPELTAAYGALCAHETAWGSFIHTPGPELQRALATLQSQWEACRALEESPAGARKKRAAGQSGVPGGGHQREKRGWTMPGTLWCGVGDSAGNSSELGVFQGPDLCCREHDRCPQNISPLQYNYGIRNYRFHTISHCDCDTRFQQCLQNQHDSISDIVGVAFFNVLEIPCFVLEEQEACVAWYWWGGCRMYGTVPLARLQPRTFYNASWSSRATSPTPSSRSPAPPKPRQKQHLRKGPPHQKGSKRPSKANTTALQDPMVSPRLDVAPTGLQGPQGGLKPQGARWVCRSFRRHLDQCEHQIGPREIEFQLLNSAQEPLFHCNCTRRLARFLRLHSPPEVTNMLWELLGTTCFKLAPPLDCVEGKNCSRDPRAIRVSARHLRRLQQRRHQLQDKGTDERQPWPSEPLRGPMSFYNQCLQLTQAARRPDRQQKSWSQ
# The depositor's hits bear a star; i = inactive; x = no result given. An unsorted share of the library; any-hit rate near 7%.
SMILES,PG9 binder,hcDAF-12 act,NR1D1 modulator,SMARCA2 act,FXN GAA850 act,hgDAF-12 ag,DAX1 inh-1,PLC-beta3 inh,DAX1 inh-2,ssDAF12 agonist,HGIII-sPLA2 inh
C#Cc1ccc([C@@H]2C=C(C(=O)NCc3nc4ccccc4[nH]3)O[C@H](OCC)[C@H]2CCCO)cc1,-2.5,0.1,0.4,-0.5,-2.7,-2.1,-0.2,-4.4,-1.4,-1.2,-18.7
CCN(C1CCCCC1)S(=O)(=O)c1ccc(S(=O)(=O)NCc2ccncc2)cc1,-2.6,-4.0,6.5,-6.2,-0.6,-4.8,-2.1,1.2,-2.6,-2.4,-20.1
C=C(C)CN(CC)CCC(=O)Nc1ccc(OC)cc1OC,-2.3,0.2,0.3,2.0,2.2,-0.1,1.4,-0.1,1.6,-1.5,1.2
COc1ccc(CCNC(=O)C2Cc3ccccc3C(=O)O2)cc1 (stereo not given),-2.0,0.3,1.5,-2.3,0.6,-0.1,0.2,1.0,3.6,-0.9,-2.9
COc1cc(-c2nnc(-c3ccc(N4CCOCC4)cc3)o2)cc(OC)c1OC,1.1,-1.4,-3.2,-1.5,4.5,-1.4,-0.3,i,-3.2,-1.1,1.5
OCCN1CCN(CC#CCn2c3ccccc3c3ccccc32)CC1,-0.8,0.7,-3.2,1.8,-0.2,3.5,0.6,2.1,1.9,-0.5,2.2
COc1cc(Br)c(CCNC(=O)c2ccco2)cc1OC,-1.8,-1.5,-2.9,0.8,-1.1,-1.3,-0.1,-0.9,-0.9,-1.3,0.3
COc1ccc(NC(=O)CCNS(=O)(=O)c2ccc3c(c2)c(=O)n(C)c(=O)n3C)cc1OC,-1.3,-1.4,-1.4,-2.0,1.6,-0.9,-0.3,2.3,2.7,-1.5,-3.6
COc1ccc(-n2nc3c(c2NC(=O)CCl)CSC3)cc1,3.3,0.3,-2.5,-2.8,-6.8,-2.6,-1.2,-5.7,-2.9,-1.5,2.0
Cc1cc(C)c2oc(C(=O)N(Cc3ccccc3)C3CCS(=O)(=O)C3)cc(=O)c2c1 (stereo not given),2.9,-1.0,2.4,-2.0,0.5,-1.6,0.4,-44.3,-0.5,-1.2,6.4
CCOC(=O)c1sc2cccc(F)c2c1N,0.8,-0.2,-0.8,1.3,1.8,2.3,0.6,-125.6,1.2,-1.3,4.2
Cc1cccc(NC2=C(NC(=O)c3ccccc3)C(=O)c3ccccc3C2=O)c1,-13.0,1.2,-5.7,-0.7,-2.6,0.5,-1.2,6.3,0.7,0.0,23.9*
CCC(=O)Nc1cccc(NC(=O)c2ccccc2Cl)c1,-1.0,-0.4,1.5,-1.3,1.0,-1.9,-0.2,0.0,0.3,-1.3,0.3
N#CCc1c(C#N)c(N)nc(N2CCN(S(=O)(=O)c3ccccc3F)CC2)c1C#N,-1.9,-1.6,1.2,-1.4,2.2,-0.7,-0.6,-397.8,1.0,-1.7,-23.8
COCCN(CCOC)S(=O)(=O)c1ccc(C(=O)NC2CCN(Cc3ccccc3)CC2)cc1,1.2,-3.4,-2.8,-1.6,-1.9,-3.1,-1.7,0.9,-1.9,-1.7,-2.6
CNC(=O)CC1C(=O)N(c2ccc(Cl)cc2)C(=S)N1NC(=O)c1cccc(F)c1 (stereo not given),1.2,-0.1,-0.2,0.6,1.1,3.5,0.0,-3.4,-0.1,-0.3,-15.8
O=[N+]([O-])c1cccc(/C=N\N2CCN(c3ccc(Cl)cc3)CC2)c1,-0.7,-0.6,-2.9,-0.7,-0.3,-1.9,-0.7,2.4,-0.3,-0.6,-6.0
CC(C)c1ccc(N(CC(=O)N2CCN(Cc3ccccc3)CC2)S(C)(=O)=O)cc1,-0.7,-1.7,1.0,-2.8,-0.1,-4.3,-0.5,-6.7,-1.9,-1.7,-0.8
CCOC(=O)COn1c(=O)c(-c2cc3ccccc3o2)[n+]([O-])c2ccccc21,-3.2,9.3*,8.8,3.5,3.0,8.6,2.5,-70.6,1.3,1.0*,-1.0
O=C1C2CCCN2C(c2ccc(F)c(F)c2)N1c1cccc(Cl)c1 (stereo not given),1.5,-1.4,3.5,-0.8,0.0,0.4,-0.8,3.9,4.4*,-0.9,-3.7
CC(C)C(NC(=O)OCc1ccccc1)C(=O)NCc1ccc(C(=O)O)cc1 (stereo not given),1.6,-0.7,3.5,-5.0,-0.7,-0.9,0.5,-4.0,4.1,-0.6,14.3
CCOc1ccccc1C(=O)N(Cc1ccco1)C1CCS(=O)(=O)C1 (stereo not given),2.1,-1.7,2.5,-2.0,1.3,-1.1,0.0,-1.8,-1.5,-1.2,1.6
CC(C)(C)CC(=O)N1CCN(Cc2ccc3c(c2)OCO3)CC1,-2.6,-1.9,-0.3,-0.1,0.8,0.8,-0.2,-6.5,0.5,-1.0,10.4
C[C@H]1/C=C/CC(=O)N[C@@H](c2ccc3ccccc3c2)[C@@H](C)/C=C/CC(=O)N[C@H]1c1ccc2ccccc2c1,x,-2.5,6.9,0.0,x,0.7,-0.7,-7.0,x,0.2,10.8
CC1(C)CC2CC(C)(CN2CC(O)c2ccccc2)C1 (stereo not given),-0.3,-0.1,0.3,-1.8,3.0,0.5,-0.2,-0.9,0.8,-0.3,5.6
CCCCNC(=O)C(NC(=O)c1ccc(-c2ccccc2)cc1)C(=O)c1ccccc1 (stereo not given),1.7,0.1,6.1,-5.4,x,-0.3,0.4,-0.3,x,-1.9,11.2
Cc1ccc(CNC(=O)c2cc(=O)c3ccccc3o2)cc1,-0.8,-2.2,0.3,-4.2,0.5,0.0,0.0,-30.7,-0.2,-0.5,4.8
CN(CCO)c1ccc(/C=N/Nc2nncc3ccccc23)cc1,-12.2,5.6,4.7,7.4,-0.3,10.7*,2.1,-10.7,1.0,-0.2,4.9
O=C1NC[C@H](CCCCN2CCN(CC3CCCCC3)C(=O)C2=O)N(CCC2CCCCC2)C1=O,-1.5,-0.8,4.0,-5.3,x,-0.3,-1.0,3.6,x,-0.5,10.5
Fc1ccc(Sc2cc(Cl)c(-c3ccccc3)nn2)cc1,-2.0,-1.1,-0.3,-0.7,1.7,-0.7,0.1,-1.2,-0.4,-1.1,-2.5
Cc1cccc(N2CC(C(=O)Nc3ccc(S(=O)(=O)NCC4CCCO4)cc3)CC2=O)c1C (stereo not given),-1.5,-1.1,-3.9,-2.5,-1.9,0.9,0.0,0.9,0.1,-0.6,-15.2
O=C1[C@@H]2Cc3c([nH]c4ccccc34)C(c3ccc([N+](=O)[O-])cc3)N2C(=O)CN1C1CC1 (stereo not given in full),-1.7,-0.1,-1.0,-2.2,-7.3,-4.5,-1.7,-2.6,-3.6,-0.7,-13.1
O=C(NCCOc1ccccc1Cl)c1ccc2c(c1)S(=O)(=O)c1cc(Cl)ccc1C2=O,1.8,-0.1,15.9,-1.6,-0.8,-1.1,0.3,-2.1,0.7,-0.7,11.6
Cc1ccc(C(=O)COC(=O)CN2C(=O)C3C4CCC(C4)C3C2=O)cc1[N+](=O)[O-] (stereo not given),-0.7,0.0,7.1,-0.8,1.0,-0.4,0.4,5.4,1.6,-0.2,-5.7
S=C(NCc1ccncc1)Nc1cc(Cl)cc(Cl)c1,0.1,-3.0,-1.0,-2.0,0.2,0.1,-2.0,-5.1,0.3,-1.4,-7.8
Cc1ccc(S(=O)(=O)N2[C@@H](c3ccc(C(C)(C)C)cc3)C(C(=O)O)=CC[C@H]2c2ccc(Cl)cc2)cc1,-3.4,-0.6,-7.8,-4.7,-1.1,-3.4,0.4,-2.9,-1.2,-1.4,-31.1

# Record cards, as listed above:
# COc1ccc(-n2nc3c(c2NC(=O)CCl)CSC3)cc1 as listed: PG9 binder: 3.3; hcDAF-12 act: 0.3; NR1D1 modulator: -2.5; SMARCA2 act: -2.8; FXN GAA850 act: -6.8; hgDAF-12 ag: -2.6; DAX1 inh-1: -1.2; PLC-beta3 inh: -5.7; DAX1 inh-2: -2.9; ssDAF12 agonist: -1.5; HGIII-sPLA2 inh: 2.0
# Fc1ccc(Sc2cc(Cl)c(-c3ccccc3)nn2)cc1 as listed: PG9 binder: -2.0; hcDAF-12 act: -1.1; NR1D1 modulator: -0.3; SMARCA2 act: -0.7; FXN GAA850 act: 1.7; hgDAF-12 ag: -0.7; DAX1 inh-1: 0.1; PLC-beta3 inh: -1.2; DAX1 inh-2: -0.4; ssDAF12 agonist: -1.1; HGIII-sPLA2 inh: -2.5

# More compounds
SMILES,PG9 binder,hcDAF-12 act,NR1D1 modulator,SMARCA2 act,FXN GAA850 act,hgDAF-12 ag,DAX1 inh-1,PLC-beta3 inh,DAX1 inh-2,ssDAF12 agonist,HGIII-sPLA2 inh
Cc1nc(SC2CC(=O)N(c3ccccc3)C2=O)nc2c1CCCC2 (stereo not given),-4.7,-0.6,0.2,-0.3,1.2,-3.0,-0.2,3.4,-0.7,-1.5,-10.6
Cc1nn(CCCC(=O)N2CCc3ccccc3C2)c(=O)c2cc3sccc3n12,1.2,-2.6,-7.9,-2.3,1.7,-1.4,1.1,-5.0,0.5,-0.6,-4.0
CCOc1ccc(Nc2nc(N)nc(CSC(=S)N3CCN(c4ccccc4)CC3)n2)cc1,1.2,-2.7,4.3,-2.8,2.9,-0.7,-1.3,-7.9,1.4,-1.3,-11.4
CCOC(=O)CCCCC(=O)c1[nH]c(=O)[nH]c1Cn1cnc2ccccc21,-1.6,2.6,0.4,-3.7,2.9,-0.3,-0.2,2.7,-1.2,-1.3,-7.9
O=C(Cc1ccccc1)Nc1nc(-c2cccc([N+](=O)[O-])c2)cs1,0.5,-1.3,-1.0,-1.9,2.4,-2.5,-0.8,1.6,0.1,-1.6,6.4
COc1ccc(Cl)cc1Nc1cc(C)nc2ccccc12,-2.5,-3.9,-0.8,-6.2,5.7,-3.0,-1.4,-9.6,x,-2.3,-1.5
O=C(O)CC/C(=N\NC(=O)CNC(=O)c1ccc(F)cc1)c1ccccc1,-1.4,-0.2,5.0,3.8,0.6,-0.2,-0.6,-4.5,-2.0,-1.0,-2.6
CCN1CCN(CCCNC(=O)C2CCCN(c3nc4c(C)cc(C)cc4s3)C2)CC1 (stereo not given),1.9,4.6,0.4,2.5,1.8,9.3,3.5,0.1,0.2,-0.8,-7.2

# Bioassay records from PubChem BioAssay.
